Screening data from PubChem.
RAD52 inh: RAD52 DNA annealing inhibitors, primary screen, biochemical, FRET, single point, set 2 | inhibition, % at 18.7 µM | DNA repair protein RAD52 homolog (Homo sapiens), P43351 | 360,000 compounds, 0.46% hits | AID 651710, 2012 | recombinant RAD52 DNA annealing, FRET fluorescence;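 active means every replicate showing at least 50% inhibition; inconclusive means mean inhibition at least 50% but not in every replicate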
ERAP1 HTS inh: human ERAP1 aminopeptidase inhibitors, primary screen, biochemical, single point, plate reader; Endoplasmic reticulum aminopeptidase 1 (Homo sapiens), Q9NZ08; recombinant ERAP1, Leu-AMC fluorescence, 60 min; inhibition, % at 10.7 µM; 340,000 compounds, 0.15% hits; AID 652197, 2013;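 active means mean replicate inhibition of at least 30%, or all replicates individually reaching that 30% level; inactive means mean below 30% and not every replicate reaching it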;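 further: 0% = neutral control wells and 100% = L-leucinethiol positive control wells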
PGC1a acetyl inh: inhibitors of PGC1a acetylation signal, primary screen, cell-based, U2OS, AlphaScreen, inhibitor mode; AlphaScreen anti-acetyl-lysine; with virally co-expressed GCN5 acetyltransferase; inhibition, % at 15.6 µM; 350,000 compounds, 0.17% hits; AID 651687, 2012;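 active means every replicate shows inhibition of at least 40%; inconclusive means mean inhibition at least 40% but some replicate below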;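 further: 0% = neutral control wells and 100% = positive control wells; some results beyond the cut were filed as inactive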
miR-122 sensor: miR-122 Renilla sensor signal increase in Huh7, primary screen, miR-122 inhibitor project, cell-based, single point, plate reader. 340,000 compounds, 0.3% hits. Huh7 miR-122 Renilla luciferase sensor, 48 h; neutral wells = 0, positive control = 100. activation (reporter increase), % at 12.5 µM;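 active means mean replicate activation score at least 90 and every replicate individually at or above 90; inconclusive means only one of the two criteria met; inactive means neither criterion met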;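 further: higher luciferase means less miR-122 activity so hits act as miR-122 inhibitors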
PglD inh: C. jejuni PglD acetyltransferase inhibitors, primary screen, biochemical, DTNB colorimetric, single point | UDP-N-acetylbacillosamine N-acetyltransferase PglD (Campylobacter jejuni) | purified PglD enzyme, DTNB colorimetric CoA detection | inhibition, % at 12.5 µM | 360,000 compounds, 0.098% hits; in the data active means inhibition above about 16%, passing the limit was not always enough; inconclusive means no clear call, values can overlap the other calls; further: strong numbers were not always called active
E-sel inducer: E-selectin induction in HUVECs, primary screen, imaging, HUVEC, immunofluorescence imaging, single point | normalized: neutral wells 0, TNF-alpha wells 100 | activation, % at 7.58 µM | 260,000 compounds, 0.37% hits | AID 686992, 2013;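 active means mean E-selectin-positive cell signal at least 10% of the positive control, reached in at least 60% of replicates, without over 20% cell loss; inconclusive means no rule given, readout overlaps actives, possibly toxicity-flagged; inactive means the rest, including those meeting only one limit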;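 further: in these data hits start at about 27%; measured in HUVEC primary endothelial cells; signal is the percent of cells scored E-selectin positive by PE staining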
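Assay system: HUVEC primary endothelial cells. Input: 3,000 HUVEC seeded per well. Doses: one compound dose added by pin transfer. Read-out basis: % PE-positive cells. Benchmarks: TNF-alpha high, DMSO low. Detection: immunofluorescence imaging. Buffer or medium: EGM-2, gelatin.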
Cneo AK release: Cryptococcus neoformans cell lysis inducers, primary screen, AK release luminescence, single concentration; AID 651654, 2012; C. neoformans lysis, adenylate kinase release luminescence, 4 h; normalised: neutral wells 0, clomiphene wells 100; 360,000 compounds, 0.2% hits; lysis activity, % at 15 µM;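 active means mean lysis activity across replicates of at least 80%, whatever share of replicates individually reach that level; inactive means mean lysis activity below 80%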
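Material – log-phase Cryptococcus neoformans yeast cells · Input – 5 × 10^6 yeast cells/mL · Medium – fresh YPD growth medium · Doses – single compound concentration per well · Timing – static 4 h at 37 °C with compound, 1 h detection · Detection – adenylate kinase release luminescence · Read-out – signal increase indicating cell lysis · Control set – Clomiphene as positive lysis control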
RAD54 branch: inhibitors of human RAD54 branch migration, primary screen, biochemical, fluorescence, single point. DNA repair and recombination protein RAD54-like (Homo sapiens), Q92698. RAD54 Holliday junction branch migration, FAM/BHQ fluorescence. inhibition, % at 10.4 µM. 360,000 compounds, 0.14% hits. AID 602329, 2012;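 active means mean normalized replicate activity at least 40 and at least half of replicates scoring 40 or more; inconclusive means only one of the two criteria met; inactive means mean below 40 and under half of replicates reaching 40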;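 further: 0% = median of neutral control wells and 100% = median of positive control wells; inhibitors cause a drop in the FAM fluorescence signal; in these data hits start at about 50%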
Target sequence (Q92698 whole entry, looked up): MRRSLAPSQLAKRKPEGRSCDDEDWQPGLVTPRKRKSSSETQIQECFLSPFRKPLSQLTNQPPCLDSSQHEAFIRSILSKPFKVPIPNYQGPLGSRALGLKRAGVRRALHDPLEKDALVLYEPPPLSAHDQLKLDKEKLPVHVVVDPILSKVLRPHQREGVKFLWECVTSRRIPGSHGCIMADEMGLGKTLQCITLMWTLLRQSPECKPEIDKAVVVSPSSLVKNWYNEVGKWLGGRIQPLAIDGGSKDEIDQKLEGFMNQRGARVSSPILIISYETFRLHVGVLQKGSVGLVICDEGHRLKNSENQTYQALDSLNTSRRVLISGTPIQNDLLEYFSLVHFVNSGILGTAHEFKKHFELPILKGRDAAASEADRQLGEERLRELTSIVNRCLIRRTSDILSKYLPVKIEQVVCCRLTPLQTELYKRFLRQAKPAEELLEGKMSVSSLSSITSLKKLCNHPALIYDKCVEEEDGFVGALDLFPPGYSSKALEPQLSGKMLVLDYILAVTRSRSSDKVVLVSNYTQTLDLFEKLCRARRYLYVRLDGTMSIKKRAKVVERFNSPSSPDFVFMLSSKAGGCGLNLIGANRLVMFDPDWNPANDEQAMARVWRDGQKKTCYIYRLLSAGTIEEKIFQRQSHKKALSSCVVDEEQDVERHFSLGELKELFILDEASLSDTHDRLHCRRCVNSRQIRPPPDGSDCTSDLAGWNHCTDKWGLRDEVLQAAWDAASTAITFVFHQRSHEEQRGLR
Numbers without * were called inactive; i = inactive; ? = inconclusive; . = not tested or not shown; & = joins results of further samples; [ ] = remark or other dose.

SMILES	RAD52 inh	ERAP1 HTS inh	PGC1a acetyl inh	miR-122 sensor	PglD inh	E-sel inducer	Cneo AK release	RAD54 branch
Cn1c(=O)cc(SCC(=O)N2CCCC2)c2ccccc21	.	.	0	-2	4	.	14	1
O=C(O)c1ccccc1NS(=O)(=O)c1cccc2nsnc12	-1	0	31	3	0	.	1	3
Cc1ccc(S(=O)(=O)N(C(=O)c2ccncc2)c2ccc(OC(=O)c3ccncc3)c3ccccc23)c(C)c1	.	.	-17	12	-3	.	-1	0
C[C@H]1CN([C@@H](C)CO)C(=O)Cc2cc(NS(=O)(=O)c3ccccc3)ccc2O[C@@H]1CN(C)S(C)(=O)=O	6	0	6	0[16.7 µM]	0	-0.1	6	-3
COc1cccc(CN2C(=O)N(C(C)C)C(N(O)C(=O)NC(C)C)C2(C)C)c1OC (stereo not drawn)	.	.	13	-3	1	.	0	-2
S=C1NCN(Cc2ccco2)CN1c1cccc2ccccc12	-6	0	18	.	-5	.	-3	-6
O=C(C1CCCO1)N1CCN(C(=S)Nc2ccc(Br)cc2)CC1 (stereo not drawn)	-8	-4	-7	5	0	0.3	0	9
COc1ccc(CN(C)C[C@@H]2Oc3ccc(NS(=O)(=O)c4ccc(Cl)cc4)cc3C(=O)N([C@H](C)CO)C[C@H]2C)cc1	6	-1	-13	8[16.7 µM]	4	-12	3	-14
CC(=O)NC(Cc1ccc(F)cc1)C(=O)NC1CCN(C(=O)Nc2ccccc2C)CC1 (stereo not drawn)	-8	3	2	0	4	.	-3	11
C[C@H]1CN([C@@H](C)CO)S(=O)(=O)c2ccc(/C=C/c3ccccc3)cc2O[C@@H]1CN(C)Cc1ccc(C(=O)O)cc1	-2	0	2	-1[16.7 µM]	-1	0.5	-2	5
O=C(NCc1ccc(Cl)cc1)[C@@H]1CCCN1S(=O)(=O)c1ccc(Cl)cc1	-11	0	-23	8	0	.	-4	-8
COc1ccc(NC(=O)C2Cc3c(-c4cccc(C(C)=O)c4)ccnc3O2)cc1 (stereo not drawn)	-2	1	-21	2	-9	0.8	0	-3

Given with bars between the fields: 2 of the compounds above
smiles | RAD52 inh | ERAP1 HTS inh | PGC1a acetyl inh | miR-122 sensor | PglD inh | E-sel inducer | Cneo AK release | RAD54 branch
O=C(O)c1ccccc1NS(=O)(=O)c1cccc2nsnc12 | -1 | 0 | 31 | 3 | 0 | . | 1 | 3
COc1cccc(CN2C(=O)N(C(C)C)C(N(O)C(=O)NC(C)C)C2(C)C)c1OC (stereo not drawn) | . | . | 13 | -3 | 1 | . | 0 | -2

Remaining list, next part
SMILES	RAD52 inh	ERAP1 HTS inh	PGC1a acetyl inh	miR-122 sensor	PglD inh	E-sel inducer	Cneo AK release	RAD54 branch
CC12CCC(=O)C=C1CCC1C2C(O)CC2(C)C1CCC2(O)C(=O)COC(=O)CCC1CCCC1 (stereo not drawn)	.	.	1	3	2	.	0	2
Cc1ccc(C(C)C)c(OCCn2ccnc2C)c1	-5	1	-20	5	-5	.	11	0
CC1CCN(c2ccccc2NC(=O)c2cc3ccccc3o2)CC1	-3	0	-1	3	3	0.1	0	-2
CCCOc1ccc(C2C(=O)N(C3CCCCC3)CC(=O)N2CCCOCC)cc1OC (stereo not drawn)	.	.	-5	2	5	.	4	-11
CC1N=C2c3ccccc3N=C(SCc3cc(=O)n4cc(Cl)ccc4n3)N2C1=O (stereo not drawn)	.	.	-5	5	2	.	-1	0
COCCN(C(=O)COC(=O)c1cccnc1SC)c1c(N)n(Cc2ccccc2)c(=O)[nH]c1=O	-13	-3	0	9	-1	0.1	4	4
Cc1nc(CC(=O)c2c(C)cc(O)cc2O)cs1	.	.	0	.	0	.	1	-3
CN(Cc1c(F)cccc1Cl)C(=O)CCc1c[nH]c2ccccc12	-10	0	6	83	5	0.2	7	-11
Cc1ccc(S(=O)(=O)N2CCN(C(=O)c3ccc4ccccc4n3)CC2)c(C)c1	-134	1	8	-5	-2	0.3	-1	1
Cc1noc(C)c1NC(=O)Nc1ccc2c(c1)C(=O)N(C)[C@H]1CC[C@@H](CC(=O)NCc3ccc(Cl)cc3)O[C@H]1CO2	15	1	.	.	4	0.1	3	2
CC(C)CCOc1ccc(/C=N/N2C(=O)CSC2=S)cc1	-45	1	5	1	-2	-0.1	-1	1
C[C@H](CO)N1C[C@H](C)[C@@H](CN(C)S(=O)(=O)c2ccc(F)cc2)Oc2ccc(NS(=O)(=O)c3cccs3)cc2C1=O	-19&-6	-2&-2	-2&-1	2[16.7 µM]	3&-3	-0.4&0.0	-4&0	-15&-6
C[C@@H]1CN([C@@H](C)CO)C(=O)c2cccc(NC(=O)Nc3ccc4c(c3)OCO4)c2O[C@@H]1CN(C)S(=O)(=O)c1cccs1	11	1	-19	-4[16.7 µM]	-9	-1.2	-5	2
CC(C)NC(=O)N1CCCCN2[C@H](CO)[C@H](c3ccc(Br)cc3)[C@H]2C1	-1	0	-3	0[16.7 µM]	0	0.2	-5	-1
CC(C)(C)c1cc(C(=O)Nc2cccnc2)cc(C(=O)Nc2cccnc2)c1	-26	-2	5	-15	-1	0.1	1	-10
O=S(=O)(c1cccs1)N1CCN(c2cccc(Cl)c2)CC1	-4	-2	.	0	-4	17	-1	5
C[C@@H]1CN([C@@H](C)CO)C(=O)c2cccc(NC(=O)C3CCOCC3)c2O[C@@H]1CN(C)S(=O)(=O)c1cn(C)cn1	-3	-1	22	2[16.7 µM]	-1	-0.1	-4	0
Nc1ccn([C@@H]2O[C@H](C(=O)Nc3ccc(C(=O)N4CCCCC4)cc3)[C@@H](O)[C@H]2O)c(=O)n1	-13	-3	2	7	2	0.6	0	1
CCNC(=O)C[C@@H]1CC[C@@H]2[C@@H](COc3ccc(NC(=O)Nc4cccc(OC)c4)cc3C(=O)N2C)O1	.	.	-6	-7[16.7 µM]	0	76*	3	-3
CCN(c1ccccc1)S(=O)(=O)c1ccc2[nH]cc(C(=O)N3CCOCC3)c(=O)c2c1	.	.	-11	-1	2	.	-1	6
Cc1cccc(N2CCN(C(=O)c3cccc(N4C(=O)C5C6C=CC(C6)C5C4=O)c3)CC2C)c1 (stereo not drawn)	-1	1	-17	-2	4	.	-3	7
CSc1ccc(Cl)c(C(=O)OCC(=O)NCC(C)C)c1	.	.	1	-3	1	.	3	1
CCn1cc(/C=C(\NC(=O)c2ccccc2)C(=O)NCCN2CCOCC2)c2ccccc21	-92	7	1	3	-6	-0.2	-1	-25
C[C@H](CO)N1C[C@H](C)[C@H](CN(C)C(=O)Nc2ccccc2)OCCCC[C@H](C)Oc2ccc(NC(=O)c3ccncc3)cc2C1=O	-16	-3	3	-2[16.7 µM]	-1	.	49	0
Cn1c2c(c(=O)n(C)c1=O)C1(C(=O)Nc3ccccc31)C(C#N)=C(N)O2 (stereo not drawn)	.	.	-14	-5	2	.	0	-16
CN(Cc1ccco1)C(=O)CN1C(=O)NC2(CCCCC2)C1=O	-8	-4	7	-7	-1	.	1	-3
CC(=O)N1C[C@H]2[C@@H](c3ccccc31)[C@@H](CO)N2Cc1ccc(Cl)cc1	-17	-2	-4	-17[16.7 µM]	1	0.4	-1	7
CC(C)(CO)NC(=O)c1ccc2nc(Cc3cccc(Cl)c3)oc2c1	-16	2	16	0	3	.	0	-9
O=C(CSc1nncn1-c1ccccc1)Nc1cc(Cl)cc(Cl)c1	-15	1	30	-13	.	.	.	.
COCCN(C(=O)COC(=O)/C=C/c1ccc(Cl)c(Cl)c1)c1c(N)n(Cc2ccccc2)c(=O)[nH]c1=O	-11	-2	1	-8	-1	.	0	7
O=C(Nn1cnnc1)c1cc(-c2ccccn2)nc2ccccc12	.	.	-5	0	6	.	-2	-3
COc1ccccc1COCC(O)CNCCc1ccc(C(F)(F)F)cc1 (stereo not drawn)	-6	3	-1	-10	5	-0.1	1	-5
O=C(Cc1c(Cl)cccc1Cl)NC1CC1	-1	-2	2	4	-6	0.1	2	-14
CC(=O)Nc1ccc(CN2CCN(C3CCCCC3)C(CCO)C2)cc1 (stereo not drawn)	-8	.	1	-5	1	0.5	4	8
CN1C(=O)c2cc(NC(=O)C3CCOCC3)ccc2OC[C@@H]2O[C@H](CC(=O)NCC3CCCCC3)CC[C@H]21	14	2	.	.	4	0.2	1	-2
O=C(N/N=C/C(Br)=C/c1ccccc1)c1n[nH]c2c1CCC2	.	.	-72	0	3	.	0	-10
COc1cc(OC)nc(Oc2cc(C=O)ccc2OC)n1	1	-1	-7	-4	2	-0.1	0	5
O=C(Cc1n[nH]c(=O)[nH]c1=O)N/N=C/c1ccccc1O	-20	-1	-2	0	-1	.	-1	3
CCN1C(=O)[C@@H]2[C@@H](c3ccc(SC4CCCCC4)c(OC)c3)N3CCCC[C@@]3(C(=O)OC)[C@@H]2C1=O	i	-2	-8	2	9	.	3	-19
COC(=O)c1ccc2c(c1)c(C#Cc1ccccc1)c(-c1ccccc1)n2C	-9	.	-1	-1	0	.	5	-6
Cc1noc(C)c1NC(=O)Nc1cccc2c1O[C@H](CN(C)CC1CCCCC1)[C@H](C)CN([C@@H](C)CO)C2=O	-6	-5	2	-6[16.7 µM]	5	?	-1	5
CC(C)NC(=O)N(C)C[C@H]1OCc2ccccc2-c2ccccc2C(=O)N([C@@H](C)CO)C[C@H]1C	9	1	1	.	1	-0.2	-1	-2
Cc1noc(C)c1NC(=O)N(C)C[C@@H]1OCCCC[C@@H](C)Oc2ccc(NC(=O)Nc3ccccc3)cc2C(=O)N([C@@H](C)CO)C[C@H]1C	.	.	-4	4[16.7 µM]	-3	0.1	5	3
COc1ccc(NC(=O)N2C[C@@H]3[C@H](c4ccccc42)[C@@H](CO)N3C(=O)C2CCCCC2)cc1	-2	0	2	4[16.7 µM]	-3	0.1	-2	3
CCn1c(=O)c(C(=O)CN(C)CC(=O)Nc2ccccc2Br)c(N)n(Cc2ccccc2)c1=O	1	-3	0	-8	-2	2.9	0	2
CC(C)C(NC(=S)NCc1ccccc1)C(=O)O (stereo not drawn)	.	.	-5	-5	2	.	2	2
CN1CCCC(OC(=O)COc2ccc(Br)cc2)C1 (stereo not drawn)	0	1	.	.	0	.	5	10
CCOC(=O)CSc1nnc(CNC(=O)c2cc(OCC)c(OCC)c(OCC)c2)n1C	.	.	7	-9	-7	.	-4	-3
O=C(N/N=C/C1CC=CCC1)c1ccccc1O (stereo not drawn)	.	.	-17	-2	4	.	-3	-2
O=[N+]([O-])c1ccccc1CSc1ccccn1	-23	1	9	-5	-1	.	0	-19
O=C1C=C(O)C(n2cncn2)C(c2cc(F)ccc2F)C1 (stereo not drawn)	-17	0	11	.	.	0.3	.	.
